Screening results deposited in PubChem BioAssay by Sanford-Burnham Center for Chemical Genomics.
Apaf-1 inh: inhibitors of human Apaf-1 apoptosome, primary screen, biochemical, DEVD-Rh110 fluorescence, uHTS. Apoptotic protease-activating factor 1 (Homo sapiens), O14727. reconstituted apoptosome caspase-3 activity. inhibition, % at 20 µM. 0.71% of 330,000 active. AID 489030, 2010; active = inhibition of at least 40% at 20 µM;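 also: plate controls were DMSO wells for no effect and DEVD-CHO caspase inhibitor wells for full effect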
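Medium: Hepes buffer, pH 7.5 / System: biochemical Apaf-1 apoptosome reconstitution / Measured by: Rh110 fluorescence, excitation 480 nm, emission 540 nm / Times: compound with Apaf-1, dATP, procaspase-3 30 min, then 50 min reaction, room temperature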
Gli-Sufu block: Gli-Sufu pathway antagonists, primary screen, luciferase luminescence, Sufu-KO-LIGHT cells, uHTS; Sufu-KO-LIGHT fibroblasts, Gli luciferase reporter luminescence; inhibition, % at 5 µM; 0.74% of 340,000 active; AID 588413, 2011;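 active = inhibition above about 55%, limit read from the data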;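 also: 0% = DMSO-treated cells and 100% = wells with medium but no cells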
SENP7 inh: SENP7 protease inhibitors, primary screen, biochemical, luminescence, uHTS. Sentrin-specific protease 7 (Homo sapiens), Q9BQF6. inhibition, % at 5 µM. recombinant SENP7, Z-RLRGG-aminoluciferin luminescence, 40 min. 1.5% of 330,000 active. AID 434973, 2010;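 active = inhibition above about 50% at the single test dose, limit read from the data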;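 also: plate controls were DMSO with enzyme for no effect and no enzyme buffer wells for full effect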
697 NFkB inh: inhibitors of PMA/ionomycin-induced NF-kB reporter, 697 cells, primary screen, B-cell NF-kB inhibitor project, cell-based, luminescence, uHTS; 697 B-cell NF-kB luciferase reporter, 16 h; inhibition, % at 4 µM; 0.33% of 330,000 active; AID 435022, 2010; in the data active = inhibition above about 35%
Jurkat NFkB inh: inhibitors of induced NF-kB luciferase reporter, primary screen, TCR NF-kB activation inhibitor project, cell-based, luminescence, uHTS; Jurkat, PMA/ionomycin-induced NF-kB luciferase reporter; inhibition, % at 4 µM; 0.53% of 330,000 active; AID 435003, 2010
UBC13 inh: UBC13 polyubiquitin chain formation inhibitors, primary screen, biochemical, TR-FRET, uHTS. Ubiquitin-conjugating enzyme E2 N (Homo sapiens), P61088. AID 485273, 2010. inhibition, % at 20 µM. 0.47% of 330,000 active; in the data active = inhibition above about 45%, passing the limit was not always enough; inconclusive = no clear call, values can overlap the other calls
Target sequence (P61088 whole entry, looked up): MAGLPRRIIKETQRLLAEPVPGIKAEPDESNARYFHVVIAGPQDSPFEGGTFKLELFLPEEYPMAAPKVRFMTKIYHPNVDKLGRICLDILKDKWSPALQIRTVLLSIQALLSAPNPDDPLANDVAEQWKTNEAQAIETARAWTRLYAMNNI
HKDC1 inh: HKDC1 hexokinase inhibitors, primary screen, biochemical, fluorescence, uHTS. Q2TB90. recombinant HKDC1, G6PDH/diaphorase resazurin coupled fluorescence. AID 493160, 2011. 0.16% of 340,000 active. inhibition, % at 20 µM;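 active = inhibition above about 35% when tested at 20 µM, limit read from the data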;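 also: plate controls were DMSO wells with enzyme for no effect and DMSO wells lacking enzyme for full effect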
Target sequence (Q2TB90 whole entry, looked up): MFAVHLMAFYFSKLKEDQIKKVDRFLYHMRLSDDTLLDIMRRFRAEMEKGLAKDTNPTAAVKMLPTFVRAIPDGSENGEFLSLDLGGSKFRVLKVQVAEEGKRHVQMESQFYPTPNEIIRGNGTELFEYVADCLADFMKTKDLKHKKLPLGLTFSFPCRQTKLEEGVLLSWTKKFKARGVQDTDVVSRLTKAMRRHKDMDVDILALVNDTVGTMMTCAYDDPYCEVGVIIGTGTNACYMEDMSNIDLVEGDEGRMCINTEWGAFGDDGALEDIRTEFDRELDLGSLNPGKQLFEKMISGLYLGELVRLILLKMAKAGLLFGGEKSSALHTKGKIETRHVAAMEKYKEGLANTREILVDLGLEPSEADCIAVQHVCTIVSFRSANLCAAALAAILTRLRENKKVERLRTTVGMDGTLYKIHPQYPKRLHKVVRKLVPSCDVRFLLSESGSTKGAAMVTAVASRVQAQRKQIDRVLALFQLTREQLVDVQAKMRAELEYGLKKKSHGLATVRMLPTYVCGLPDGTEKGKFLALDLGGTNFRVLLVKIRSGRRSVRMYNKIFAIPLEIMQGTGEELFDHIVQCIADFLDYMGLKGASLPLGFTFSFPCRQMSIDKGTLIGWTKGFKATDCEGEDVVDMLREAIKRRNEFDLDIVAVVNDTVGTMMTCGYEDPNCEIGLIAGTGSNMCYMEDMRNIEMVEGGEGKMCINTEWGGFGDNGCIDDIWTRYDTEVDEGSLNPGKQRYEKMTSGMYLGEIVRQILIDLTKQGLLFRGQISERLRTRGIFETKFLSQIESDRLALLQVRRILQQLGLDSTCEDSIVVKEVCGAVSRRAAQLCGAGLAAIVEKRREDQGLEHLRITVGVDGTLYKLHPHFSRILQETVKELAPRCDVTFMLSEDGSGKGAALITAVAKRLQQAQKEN
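System: Recombinant HKDC1 hexokinase | Amount: HKDC1 at 5 µg/mL | Reagent: Glucose with 1 mM ATP | Doses: Single 20 µM dose | Incubation: Reaction time 90 min, room temperature, protected from light | Signal: Coupled resazurin fluorescence, excitation 525 nm, emission 613 nm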
SENP8 block: SENP8 protease inhibitors, primary screen, biochemical, luminescence; purified SENP8, Z-RLRGG-aminoluciferin cleavage; inhibition, % at 10 µM; AID 2540, 2010; 1.2% of 330,000 active; Sentrin-specific protease 8 (Homo sapiens), Q96LD8
* marks the source's active call; other numbers are inactive results; ? = inconclusive; . = not tested or not shown. Rule as the data show it, unless noted: active = inhibition above about 50%; inactive = the rest.

Below each compound – Apaf-1 inh	Gli-Sufu block	SENP7 inh	697 NFkB inh	Jurkat NFkB inh	UBC13 inh	HKDC1 inh	SENP8 block
- COc1cccc(N(CC(=O)NCCSc2ccccn2)S(C)(=O)=O)c1
→ 2	12	-1	1	-10	4	-7	1
- Cc1ccc(NC(=O)N2CCC(NC(=O)c3cccc(C)c3)CC2)cc1
→ 3	-4	-8	14	2	-1	-5	-5
- O=C(CCn1cnnn1)NC1CCCN(Cc2ccccc2F)C1 (configuration not stated)
→ 6	-7	6	9	7	0	-9	3
- Cc1cccc(CN2C(=O)c3ccccc3Sc3ccc(C(=O)NCCCN4CCOCC4)cc32)c1
→ 20	11	-2	19	2	13	0	15
- COc1ccc(-c2nc3n(n2)C(=O)CC(c2ccco2)S3)cc1 (configuration not stated)
→ 14	-2	-1	16	4	9	-2	8
- Cc1ccc(N(C(=O)CNC(=O)c2ccco2)C(C(=O)NC2CCCC2)c2ccncc2)cc1 (configuration not stated)
→ -1	22	-2	1	8	6	-6	-6
- CN1CCN(c2ccc(S(=O)(=O)N3CCCCC3)cc2NC(=O)Cc2c(F)cccc2Cl)CC1
→ -9	18	-2	11	-6	4	-5	2
- COCCN(C(=O)c1cc(-c2ccco2)nc2ccccc12)c1c(N)n(Cc2ccccc2)c(=O)[nH]c1=O
→ 2	-4	10	0	0	-5	2	1
- Cc1nc(-c2cn[nH]c2-c2ccc(O)cc2O)cs1
→ 3	-5	7	-11	-13	1	-12	-4
- CCCC(=O)N1CCN(c2nc3ccccc3s2)CC1
→ 1	-70	2	-119	-64	2	-6	-6
- Cc1ccc(C)c(/C=C2\CCn3c2nc2cc(C(=O)O)ccc2c3=O)c1
→ 8	-7	-10	-36	-34	-1	10	7
- COC(c1ccccc1)c1nnc(CCC(=O)N(C)CCOc2ccccc2)o1 (configuration not stated)
→ 2	-6	-5	-31	-29	3	-6	-2
- COc1cccc(C(=O)/C=C/c2ccc(N3CCCCC3)c([N+](=O)[O-])c2)c1
→ 19	-2	-11	25	-3	-6	13	-24
- COc1ccc(Nc2cc(C)nc3ccccc23)cc1
→ 6	15	-8	-13	11	-16	2	-6
- CN(C)C(CNC(=S)Nc1cccc(Cl)c1)c1cccnc1 (configuration not stated)
→ -4	31	3	15	6	7	-2	2
- CC(=O)Nc1ccc(S(=O)(=O)NC2CCS(=O)(=O)C2)cc1Cl (configuration not stated)
→ -5	4	-9	-14	3	2	-3	-12
- CC1CCCC(C)N1/N=C/c1ccccc1OC(F)F (configuration not stated)
→ 1	22	6	-7	0	5	-4	0
- CCOc1ccc(S(=O)(=O)N(C)c2ccc(OCC(=O)NCCc3ccc(OC)cc3)cc2)cc1
→ 4	-3	2	10	14	23	-7	-2
- COc1ccc(C2=NN(CCC(=O)NCc3cccs3)C(=O)CC2)cc1
→ -3	6	2	10	5	13	-5	-2
- CCCn1c(=O)c(C(=O)NCCc2ccc(OC)cc2)c(O)c2ccccc21
→ 9	31	5	-22	-22	12	0	3
- CCNC(=S)Nc1ccc(N2CCCCC2)cc1
→ 9	-25	-4	-11	-23	6	-10	-4
- CCOC(=O)N1CCN(C(=O)CSCc2ccc(C)cc2)CC1
→ 14	-3	8	-8	-25	-2	-8	-1
- CCOc1ccc(CN(C(=O)/C=C/c2ccco2)C2CCS(=O)(=O)C2)cc1 (configuration not stated)
→ 6	-6	-7	7	5	-3	-3	-8
- COc1ccc(-n2c(SCC(=O)Nc3cc(C(=O)O)ccc3C)nc3ccccc3c2=O)cc1Cl
→ -2	-4	5	10	10	1	0	0
- COc1ccccc1NS(=O)(=O)c1ccc(NC(=O)c2ccncc2)cc1
→ 0	12	-12	-52	6	2	-7	-1
- Clc1ccc(-c2cc(CSc3cccc(Cl)c3)on2)cc1
→ 12	-7	9	-9	10	2	2	-1
- CN(C)c1cc[n+](CC(=O)Nc2ccc(Oc3ccccc3)cc2)cc1
→ 4	23	-2	-14	85*	7	-6	-11
- CCOc1ccc(CN(C)C(=O)CNC(=O)C2CCCCC2)cc1
→ 7	-23	-4	4	-9	0	-3	-5
- COc1ccc(C(C(=O)NC2CCCCC2)N(C(=O)c2sc(C)nc2C)c2ccccc2C)cc1 (configuration not stated)
→ 0	11	0	14	10	5	-4	0
- Cc1nc(CNS(=O)(=O)c2ccc3c(c2)OCCO3)cs1
→ -3	0	2	-1	-2	-5	-4	-4
- CCOC(=O)CN1CC23C=CC(O2)C(C(=O)Nc2cc(OC)ccc2OC)C3C1=O (configuration not stated)
→ -5	.	6	6	-8	-7	-1	-9
- O=C(COc1ccc2c3c(c(=O)oc2c1)CCCC3)NCc1ccncc1
→ 0	2	8	24	-9	4	-6	-6
- CC1(C)Cc2c(c(N3CCCC3)nc3sc(C(=O)Nc4ccccc4)c(N)c23)CO1
→ 11	-38	0	-95	-80	?	8	16
- O/N=C1/CCc2cccc3cccc1c23
→ -9	0	-1	-1	20	2	-5	0
- CC(=O)c1ccc(S(=O)(=O)Nc2ccc(N3CCOCC3)cc2)cc1
→ 6	-8	-7	0	1	-4	-3	-9
- O=C(NCc1ccc(Cl)cc1)c1ccc(-c2ccccc2C(F)(F)F)o1
→ 18	-5	-14	-8	20	4	7	-9
- O=C(Nc1ccccc1N1CCOCC1)c1cc(-c2ccco2)nc2ccccc12
→ 17	5	4	2	4	-19	2	-5
- C=CCn1c(C)cc(C(=O)COC(=O)CCc2cc(OC)c(OC)c(OC)c2)c1C
→ 24	2	-4	-17	-13	-2	1	-12
- O=C(O)C1C2C=CC(O2)C1C(=O)NCc1ccc2c(c1)OCO2 (configuration not stated)
→ -5	-5	5	12	5	4	-2	-2
- Cc1[nH]c2ccc(OC(F)(F)F)cc2c1CCN1C(=O)c2ccc(C(=O)O)cc2C1=O
→ 6	21	-10	14	-1	-3	-3	-4
- C/C(=N\NC(=O)c1ccccc1O)c1ccc(NC(=O)Cc2ccccc2)cc1
→ 2	-8	-7	-77	-17	-10	-9	-4
- O=C(Nc1cccnc1)c1cccc(-c2cc3ccccc3oc2=O)c1
→ -17	-50	0	-71	3	3	-5	3
- CCCn1nc(NS(=O)(=O)c2cccc3nonc23)c2cc3cc(C)ccc3nc21
→ 9	22	-9	-50	7	-31	3	-1
- C=C(C(=O)Nc1ccccc1)c1ccc(C)cc1
→ 7	-10	7	13	3	10	-3	3
- CCN1CCN(CCCNC(=O)C2CCCN(c3nnc(-n4cccc4)s3)C2)CC1 (configuration not stated)
→ 14	16	2	8	-8	10	5	4
- Cn1cc(Br)c(C(=O)N2CCc3ccccc32)n1
→ 2	-12	-12	-49	-17	-9	-5	-11
- O=C(CSc1ccc(-c2cccnc2)nn1)Nc1ccc(F)cc1F
→ 2	0	1	-21	15	-9	-3	10
- CC(=O)c1ccc(NC(=O)CSC(=S)N2CCCC2)cc1
→ 2	-38	10	-27	-60	-2	-3	4
- COc1cc(NC(C)C(=O)N2CC(C)OC(C)C2)cc(OC)c1 (configuration not stated)
→ -16	-1	6	9	19	-5	8	1
- Cc1ccc(-c2cc(C(F)F)nc(N3CCOCC3)n2)cc1
→ -5	-5	3	6	10	19	4	4
- COc1ccc2nc(SCC(=O)NC(C)c3ccccc3)[nH]c2c1 (configuration not stated)
→ 14	-1	1	-8	-22	-5	-2	-9
- CCN(CC(=O)Nc1ccc2c(c1)OCCO2)C(=O)c1cccc(S(=O)(=O)N2CCOCC2)c1
→ -1	21	2	26	-7	10	-4	-4
- CC(C)(C)n1cnc2cc(NCc3cccs3)ccc21
→ -22	-54	4	-105	-65	21	0	-2
- Cc1occc1-c1nnc(SCC(=O)Nc2ccccc2)n1C(C)c1ccccc1 (configuration not stated)
→ 14	-4	-10	-8	-5	0	-1	-10
- COc1ccc(NC(=O)COC(=O)CN2C(=O)NC(C)(C)C2=O)cc1
→ -11	0	5	12	10	-4	-7	7
- CCC1Oc2ccc(C)cc2N(CC(=O)NCCCN2CCN(Cc3ccccc3)CC2)C1=O (configuration not stated)
→ 0	2	12	0	13	0	-5	4
- CCOC(=O)c1cnn(-c2cc(C)c3ccccc3n2)c1N
→ -1	16	-2	2	-35	-2	-8	4
- COc1ccc(NC(=O)COC(=O)CCSc2ccccc2)cc1OC
→ 16	-1	0	-4	-22	-2	-3	-10
- Cc1c(NC(=O)c2ccco2)cccc1-c1nc2cccnc2s1
→ 3	-12	25	-7	-16	-18	0	-8
- O=C(NCCc1ccccc1)C1CCN(Cc2cccc3ccccc23)CC1
→ -12	4	3	5	6	11	-9	-5

Continuation:
Below each compound – Apaf-1 inh	Gli-Sufu block	SENP7 inh	697 NFkB inh	Jurkat NFkB inh	UBC13 inh	HKDC1 inh	SENP8 block
- CCCCNC(=O)O[C@@H]1C[C@H]2CCCC(=O)N3CC[C@@H](C1)[C@@H]23
→ -3	3	4	18	16	0	-6	4
- CCOC(=O)c1c(NC(=O)COc2ncnc3ccccc23)sc(C)c1C
→ 2	5	0	-20	-8	0	-1	-8
- COCc1[nH]nc2c1C(c1ccccc1Cl)C(C#N)=C(N)O2 (configuration not stated)
→ -1	6	4	-15	20	8	2	0
- CCOc1ccccc1N=C1NC(=O)CS1
→ -3	8	10	-8	-9	2	-2	3
- Cc1cc(NC(=O)c2cccs2)n(-c2nc3ccccc3[nH]2)n1
→ 7	.	-2	-5	2	-2	-5	-1
- Cc1cccc(N(C(=O)c2snc(C(N)=O)c2N)C(C(=O)NC2CCCC2)c2ccco2)c1 (configuration not stated)
→ 12	-7	-4	7	6	79*	-4	7
- Cc1cc(C)n(C(C)CNS(=O)(=O)c2ccccc2)n1 (configuration not stated)
→ 3	15	7	23	-7	1	-4	5
- CC12CC3CC(C)(C1)CC(C(=O)N1CCCC1)(C3)C2
→ 15	-5	0	13	-4	-1	-5	-8
- COCc1c(C(=O)N2CCc3ccccc32)oc2ccccc12
→ 16	31	-2	-1	-14	1	2	-10
- C=C1CCN([C@H](C(=O)NCc2cc(OC)c(OC)c(OC)c2)C(C)C)S(=O)(=O)c2ccccc21
→ 5	-17	5	-5	4	-5	-5	-4
- COc1ccc(CNC(=O)C2(CC3CC(c4ccccc4)=NO3)CCNCC2)cc1 (configuration not stated)
→ 11	5	1	-2	8	12	-1	1
- Cc1ccccc1-n1c(SCC(=O)c2c(N)n(C3CC3)c(=O)[nH]c2=O)nnc1N1CCOCC1
→ 2	-2	-6	24	2	-5	-2	-12
- CC(C)CCNC(=O)Cn1c2c(c(-c3ccccc3Cl)cc1=O)CCC2
→ 16	0	9	-4	18	-16	-5	7
- O=C(Cc1ccc(NS(=O)(=O)c2ccc(Cl)c(Cl)c2)cc1)NCCN1CCOCC1
→ 0	-1	-3	-1	2	2	-1	-10
- COc1ccc(O)c(CN2CCN(CCCc3ccccc3)C(CCO)C2)c1 (configuration not stated)
→ 3	16	8	3	-10	5	5	5
- CCCCCCOc1ccc(N2C(=O)CC(N3CCN(CCN=CC4=C(O)CC(C)(C)CC4=O)CC3)C2=O)cc1 (configuration not stated)
→ 8	-1	1	-4	2	15	-8	-6

Entries of single compounds, looked up by structure.
`CCOC(=O)CN1CC23C=CC(O2)C(C(=O)Nc2cc(OC)ccc2OC)C3C1=O` (configuration not stated) in the list: Apaf-1 inh = -5; Gli-Sufu block = .; SENP7 inh = 6; 697 NFkB inh = 6; Jurkat NFkB inh = -8; UBC13 inh = -7; HKDC1 inh = -1; SENP8 block = -9
`COc1cccc(C(=O)/C=C/c2ccc(N3CCCCC3)c([N+](=O)[O-])c2)c1` in the list: Apaf-1 inh = 19; Gli-Sufu block = -2; SENP7 inh = -11; 697 NFkB inh = 25; Jurkat NFkB inh = -3; UBC13 inh = -6; HKDC1 inh = 13; SENP8 block = -24
